From PubChem BioAssay
SK-BR-3 tox 24h: SK-BR-3 proliferation inhibitors. viability, % at 10 µM. AID 847. SK-BR-3 viability, CellTiter-Glo ATP luminescence, 24 h; active compounds read low. hit rate 0.47% among 41,000;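 active means viability at or below the median of all test compounds minus 3 SD, in both replicates if run twice, cut at about 45% in these data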;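 further: 100% = median untreated cell wells and 0% = median positive control drug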
An asterisk follows results filed as active. The list is partial (hit frequency here may not be typical).

SMILES	SK-BR-3 tox 24h
O=C(Nc1cc2nn(-c3ccccc3)nc2cc1Cl)c1ccco1	122
OCc1n[nH]c(CO)n1	92
CC(C(=O)OCc1nnc(-c2ccccc2)o1)N1C(=O)c2ccccc2C1=O (stereo not given)	94
CCOc1ccccc1-n1c(COc2ccc(C)cc2)nnc1SCC(N)=O	59
Clc1ccc(Cc2nn3c(-c4ccncc4)nnc3s2)cc1	99
CCn1c(=O)n(CC)c2cc(S(=O)(=O)N3CCOCC3)ccc21	114
CC1=CC(C)(C)Nc2cc(C)c(C)cc21	86
Cn1c(=O)c2c(nc(NCc3ccco3)n2CCc2ccccc2)n(C)c1=O	70
CCCC(=O)Nc1nn(CCC)c2nc3ccccc3cc12	81
Cc1nc(SCC(=O)Nc2ccc(F)cc2)c2oc3ccccc3c2n1	89
CCOC(=O)c1sc(NC(=O)COC(=O)Cn2cnc3ccccc32)c(C(=O)OCC)c1C	97
Cc1nc2ccccc2n1CC(=O)N1CC(=O)Nc2ccccc21	110
COc1ccc(NC(=O)c2cccc(NC(=O)C3C4CC5OC(=O)C3C5C4)c2)c(OC)c1 (stereo not given)	86
Cc1[nH]nc2c1C(c1ccccn1)N(c1ccc(Br)cc1)C2=O (stereo not given)	86
Cc1cc(C)c2c(CN3CCN(C/C=C/c4ccccc4)CC3)cc(=O)oc2c1	93
Cc1cc(NCCOCCO)n2ncc(-c3ccc(Cl)cc3)c2n1	99
COC(=O)c1nc(N)sc1-c1ccccc1	110
O=C(CN1CCCCC1)Nc1ccccc1NC(=O)CN1CCCCC1	91
CC(C)CC(=O)N1CCN(S(=O)(=O)c2ccc(F)cc2)CC1	94
COCCNC(=O)CN(C(=O)Cn1nnc2ccccc21)c1ccccc1	84
O=C(Nc1nn[nH]n1)c1cccc(Oc2ccccc2)c1	98
COc1ccccc1OCC(=O)N1CCN(c2ccccc2OC)CC1	93
CN(C(=O)c1cccc(C#N)c1)c1nnc(C2CCCO2)s1 (stereo not given)	91
Cn1ncc2c(Nc3ccc(-c4ccccc4)cc3)ncnc21	83
c1ccc2c(c1)OCC(c1nn3c(Cn4nnc5ccccc54)nnc3s1)O2 (stereo not given)	93
CNC(=O)CSc1nnc(-c2ccco2)n1-c1ccccc1OC	99
c1ccc(-c2nc(NCc3ccco3)c3ccccc3n2)nc1	88
COCCNC(=O)Cn1cnc2sc(C)c(S(=O)(=O)N3CCC(C)CC3)c2c1=O	45
O=c1c2c(nc3nc(COc4ccccc4)[nH]n13)CCC2	104
Brc1cc2[nH]cnc2c2ccccc12	121

Exported bar-delimited: part of the list above.
Compound | SK-BR-3 tox 24h
Cc1cc(C)c2c(CN3CCN(C/C=C/c4ccccc4)CC3)cc(=O)oc2c1 | 93
Cc1cc(NCCOCCO)n2ncc(-c3ccc(Cl)cc3)c2n1 | 99
COC(=O)c1nc(N)sc1-c1ccccc1 | 110
O=C(CN1CCCCC1)Nc1ccccc1NC(=O)CN1CCCCC1 | 91

Another view of part of the listing above:
Cc1[nH]nc2c1C(c1ccccn1)N(c1ccc(Br)cc1)C2=O (stereo not given)
  SK-BR-3 tox 24h = 86

Cc1cc(C)c2c(CN3CCN(C/C=C/c4ccccc4)CC3)cc(=O)oc2c1
  SK-BR-3 tox 24h = 93

Cc1cc(NCCOCCO)n2ncc(-c3ccc(Cl)cc3)c2n1
  SK-BR-3 tox 24h = 99

COC(=O)c1nc(N)sc1-c1ccccc1
  SK-BR-3 tox 24h = 110

(list continues)
SMILES	SK-BR-3 tox 24h
COc1ccc(NC(=O)N[C@@H](CCSC)C(=O)O)cc1Cl	110
CCOC(=O)C1C(c2ccc(C)o2)NC(=O)NC1(O)C(F)(F)F (stereo not given)	91
CS(=O)(=O)N1CCC(C(=O)Nc2ccc(Br)cc2F)CC1	93
CCCOc1cc(C)c(S(=O)(=O)n2ccc(C)n2)cc1C	104
C=CCNC(=O)c1ccc(C(=O)c2ccccc2)cc1	83
CCOC(=O)C1CCN(C(=O)COc2cccc(C)c2)CC1	104
COCCNC(=O)c1cc2c(=O)n3cccc(C)c3nc2n(Cc2ccncc2)c1=N	74
CCOc1ccc(NC(=O)Nc2ccc(N(C)C(C)=O)cc2)cc1	86
CCOC(=O)c1c(-c2ccccc2)[nH]c2ccc(O)cc12	99
COC(=O)CC(=O)Cc1nc(N)nc(Nc2ccc(C)c(C)c2)n1	76
Cc1nc2sc(C(c3ccco3)N3CC(C)OC(C)C3)c(O)n2n1 (stereo not given)	117
CC(C)NC(=O)CN(c1cccc(Br)c1)S(C)(=O)=O	76
CC(C)(NC(=O)N1CCCC1)c1cccc(C(C)(C)NC(=O)N2CCCC2)c1	104
O=C(Nc1ccc2c(c1)OCO2)c1ccc(S(=O)(=O)NCC2CCCO2)cc1 (stereo not given)	98
Cn1c(/C=C/N2CCOCC2)c(C(=O)c2ccc(Br)cc2)c(=O)n(C)c1=O	95
O=C(CC1(O)C(=O)N(CN2CCOCC2)c2ccccc21)c1ccccc1 (stereo not given)	89
Cn1nc(-c2ccc(C(=O)N3CCN(c4ccccc4)CC3)cc2)c2ccccc2c1=O	83
CC1CCCN(C(=O)Cn2nnc(-c3cccnc3)n2)C1 (stereo not given)	115
O=C(NC(C(=O)c1ccccc1)n1cnccc1=O)c1ccccc1 (stereo not given)	98
Cc1occc1-c1nnc(SCC(=O)c2ccc(Cl)cc2)n1CC1CCCO1 (stereo not given)	92
CCOC(=O)c1[nH]c2ccc(OC)cc2c1NC(C)=O	106
COC(=O)C(C)NC(=O)C(C)NC(=O)OCc1ccccc1 (stereo not given)	90
CCC(=O)N1CCc2cc(Br)cc(S(=O)(=O)NCC3CCCO3)c21 (stereo not given)	71
CCSC1=C(C#N)C(c2ccc(Cl)cc2)C2=C(CCCC2=O)N1 (stereo not given)	69
COc1nc(-c2ccc(C)cc2)ccc1-c1noc(-c2ccco2)n1	97
COc1cccc(NC(=O)C2CCCN2C(=O)OCc2ccccc2)c1 (stereo not given)	85
Cc1cccc(N2CN=c3s/c(=C\c4ccncc4)c(=O)n3C2)c1	92
CCOC(=O)CSCc1c(C#N)c2ccccc2n1C	123
COc1ccccc1NC(=O)CC1Nc2ccccc2NC1=O (stereo not given)	92
CC1Oc2ccccc2N(CC(=O)Nc2ccc3c(c2)OCO3)C1=O (stereo not given)	79
CCCc1nc(Nc2nc3ccccc3o2)nc(C)c1C(=O)OCC	88
Cc1ccc(C2C(C(=O)c3sc(C)nc3C)=C(O)C(=O)N2CCN2CCOCC2)o1 (stereo not given)	110
Cc1cccc(C(C)(C)C)c1OCCn1ccnc1	96
CCOC(=O)c1ccc(NC(=O)CCc2nc(-c3cccc(C)c3)no2)cc1	75
CCOc1ccc(N(CC(=O)Nc2ccccc2)S(C)(=O)=O)cc1	89
O=C(c1ccc(COc2ccc(F)cc2)o1)n1cccn1	91
CCCCSc1nc(O)c(C2OC(=O)c3c2ccc(OC)c3OC)c(=O)n1C (stereo not given)	71
O=S(=O)(c1cccc2nsnc12)N1CCN(C/C=C/c2ccccc2)CC1	98
CC(C)n1c(SCC(=O)c2ccc3c(c2)OCCO3)nc2c1c(=O)n(C)c(=O)n2C	96
COc1ccccc1NC(=O)c1ccc(S(=O)(=O)N2CCOCC2)cc1	90
CC(=O)c1ccc(-n2nnnc2SCC(=O)N2CCc3ccccc3C2)cc1	137
O=C(c1cccnc1NCc1ccc(F)cc1)N1CCOCC1	75
COc1cc(OC)cc(-c2nnc(SCC(=O)Nc3cc(C)on3)o2)c1	102
CN1CCN(c2ccccc2NC(=O)c2ccc(OCc3ccccc3)cc2)CC1	83
O=C(CCCc1nc(-c2ccccc2)no1)Nc1cccnc1	88
COc1ccc(OC)c(NS(=O)(=O)c2ccc3c(c2)CCC(=O)N3)c1	88
CCOC(=O)C1=C(N)OC2=C(C(=O)CCC2)C1c1cccnc1 (stereo not given)	88
CCOC(=O)c1nnn(-c2nonc2N)c1-c1ccccc1	95
CCCOc1ccc(C(CC(=O)O)NS(=O)(=O)c2ccc(NC(C)=O)cc2)cc1 (stereo not given)	87
CCCCC(O)(C(NC=O)C(=O)OC)C(F)(F)F (stereo not given)	116
More entries follow:
SMILES	SK-BR-3 tox 24h
CCC(CC)C(=O)Nc1cccc(C(=O)N2CCOCC2)c1	88
CCOC(=O)C1Cc2cc3c(cc2C1=O)CC(C(=O)OCC)C3=O (stereo not given)	121
COCCCNC(CC(=O)Nc1ccccc1C(=O)OC)C(=O)O (stereo not given)	97
CC1=CC(c2ccccc2)n2nc(NS(=O)(=O)c3ccc(C)cc3)nc2N1 (stereo not given)	91
CCOc1ccc(OCC)c(NC(=O)C2C3C=CC(O3)C2C(=O)NCc2ccco2)c1 (stereo not given)	90
c1ccc2[nH]c(SN3CCOCC3)nc2c1	114
O=C(O)COc1ccc2c(c1)OCCO2	72
CCOC(=O)c1ccc(NC(=O)CSc2nc(C)cc(=O)[nH]2)cc1	91
Cc1ccc(S(=O)(=O)N(C)Cc2nc(-c3ccncc3)no2)cc1	91
CCOC(=O)c1nn(-c2ccc(OC)cc2)c(=O)c2c(N)scc12	94
O=C(c1ccco1)N1CCN(C(=O)C2CCN(S(=O)(=O)c3cccs3)CC2)CC1	89
OCCNc1nc(N2CCN(Cc3ccccc3)CC2)nc2ccccc12	103
CCc1ccc(N2CC34C=CC(O3)C(C(=O)OC(C)C)C4C2=O)cc1 (stereo not given)	98
O=c1oc2ccccc2n1CCc1ccccc1	109
Cc1ccc(S(=O)(=O)N2CCOCC2)c(C)c1-n1cnnn1	93
COc1ccc(NS(=O)(=O)c2cccc(-c3nnc4n3CCCCC4)c2)cc1	87
CN1CCN(C(=O)c2ccc3c(=O)n(CCc4ccccc4)c(=S)[nH]c3c2)CC1	55
OC1(Cc2ccn[nH]2)CCCCC1	94
CN(C)C=Nc1ncc2c([nH]c3ccccc32)c1C#N	101
CC(=O)N=C(N)Sc1nc2ccccc2[nH]1	96
Cn1c(CN2CCCCC2)nc2cc(NC(=O)c3ccc(F)cc3)ccc21	67
CCc1nn(-c2cc(Cl)ccc2OC)c2c1C(=O)CCC2	95
COc1ccc(S(=O)(=O)N(C)CC(=O)Nc2ccccc2C(F)(F)F)cc1	87
CCOc1ccccc1N(CC(=O)Nc1ccccc1C(=O)OC)S(C)(=O)=O	114
COC(=O)c1c(NC(=O)Cc2cccs2)sc(C)c1C	84
CSc1nc(O)c(Cc2ccccc2)c(=O)[nH]1	88
CCN(CC)CCOc1c(Br)ccc2c1sc1nc3n(c(=O)c12)CCC3	101
CCOC(=O)Cc1csc(NC(=O)CSc2ncnc3c2cnn3-c2ccccc2Cl)n1	97
CCCCn1c(-c2ccccc2)nnc1-c1ccccc1	90
CC(=O)Nc1ccc(NC(=O)CN(c2ccccc2Cl)S(C)(=O)=O)cc1	83
Cc1cc(S(=O)(=O)N2CCC(NC(=O)C34CC5CC(CC(C5)C3)C4)CC2)ccc1-n1cnnn1	81
CCCCC(=O)Nc1ccc(C(=O)NCC(=O)OC)cc1	89
C=CCOC(=O)C1=C(C)Nc2ncnn2C1c1cc(Br)ccc1F (stereo not given)	96
Cc1nc(N2CCN(c3ccccc3)CC2)nc2c1C(=O)CC(C)C2 (stereo not given)	85
CC1=C(C(=O)OCC2CCCO2)C(c2ccc(O)cc2)NC(=O)N1 (stereo not given)	93
N#CC1=C(N)C(C#N)(C#N)[C@H](c2c(F)cccc2F)[C@H]2CC3(CC=C12)OCCO3	68
Cn1c(SCC(=O)NC2CCCCC2)nnc1-c1cc2cc(Cl)ccc2o1	88
O=C(CN(CCc1ccccc1)C(=O)CNS(=O)(=O)c1ccc(F)cc1)NCC1CCCO1 (stereo not given)	97
O=C(NCc1cccc(Cl)c1)c1ccco1	98
Cc1ccc(C(=O)NCCNC(=O)CN2CCOCC2)cc1	91

Part of the list above, as a markdown table.
| mol | SK-BR-3 tox 24h |
| --- | --- |
| O=S(=O)(c1cccc2nsnc12)N1CCN(C/C=C/c2ccccc2)CC1 | 98 |
| c1ccc(-c2nc(NCc3ccco3)c3ccccc3n2)nc1 | 88 |

The results go on.
SMILES	SK-BR-3 tox 24h
CC(C)COC(=O)C(N)C(C(=O)OCC(C)C)c1ccccc1 (stereo not given)	100
C=CCNc1nc(C2(C)CC3(CC(C)(C)OC3=O)C(=O)O2)cs1 (stereo not given)	70
O=C(NCCCN1CCOCC1)c1ccc(Br)s1	83
COc1ccccc1-c1nc(C#N)c(N2CCc3ccccc3C2)o1	126
CCOC(=O)COn1c2c(c3c4no[n+]([O-])c4ccc31)CCCC2	87
Cc1cc(C)c2c(n1)nn1c(C3CC3)cc(C(F)(F)F)nc21	89
O=C(NC1CC2CCCC(C1)N2C1CC1)NC12CC3CC(CC(C3)C1)C2 (stereo not given)	83
COc1ccc(N2C(=O)CCC(C(=O)N3CCOCC3)C2c2ccc(F)cc2)cc1 (stereo not given)	108
CCCc1[nH]nc2c1C1(CCOC1C)C(C#N)=C(N)O2 (stereo not given)	87
CC(C)(C)n1nnnc1C(c1cccc(C#N)c1)N1CCN2CCCC2C1 (stereo not given)	66
COc1ccc(CNC(=O)CCS(=O)(=O)c2cccc3nonc23)cc1	101
Cn1c(SCC(=O)Nc2ccccc2-c2ccccc2)nnc1-c1ccco1	82
Brc1ccc(C2Nc3cccc4cccc(c34)N2)o1	82
CC1C[C@@]2(NC(=O)NC2=O)C(C)CN1C (stereo not given in full)	86
O=C(Cc1ccsc1-c1ccccc1)NO	82
COc1ccc(NC(=O)CN(c2ccc(C)cc2)S(=O)(=O)c2c(C)nn(C)c2C)cc1OC	76
CC(C)Sc1nc2c(c(=O)n1-c1ccc(F)cc1)SCC2	107
CCN1C(=S)SC(=O)C1=C1C=C(C)OC(C)=C1	101
